HTRA1 inhibitor: blocks human HTRA1 serine peptidase. 0.5% of 340,000 active. Q92743. recombinant HTRA1, FP-rhodamine activity-based probe, fluorescence polarization. inhibition, % at 5.96 µM. AID 504803; in the data active means inhibition above about 36%;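 further: 0% = enzyme with DMSO and 100% = wells lacking enzyme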
Target sequence (Q92743 whole entry, looked up): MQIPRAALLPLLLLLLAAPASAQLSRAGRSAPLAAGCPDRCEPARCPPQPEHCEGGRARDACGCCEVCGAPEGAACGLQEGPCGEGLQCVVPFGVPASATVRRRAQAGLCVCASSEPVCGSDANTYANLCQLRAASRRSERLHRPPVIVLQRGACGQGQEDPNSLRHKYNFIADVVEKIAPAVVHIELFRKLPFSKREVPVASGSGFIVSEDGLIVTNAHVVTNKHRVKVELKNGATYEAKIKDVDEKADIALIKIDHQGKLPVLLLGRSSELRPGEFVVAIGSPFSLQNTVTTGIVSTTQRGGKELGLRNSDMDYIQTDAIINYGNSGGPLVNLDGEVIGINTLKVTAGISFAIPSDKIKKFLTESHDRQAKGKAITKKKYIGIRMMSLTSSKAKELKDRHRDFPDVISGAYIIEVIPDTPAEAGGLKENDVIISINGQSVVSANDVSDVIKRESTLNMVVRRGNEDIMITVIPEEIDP
UHRF1 MBD2 ctr: blocks human UHRF1 binding to methylated DNA. Q96T88. inhibition, % at 4.4 µM. AID 687016. UHRF1 binding to methylated oligo, TR-FRET. 0.75% of 370,000 active; in the data active means inhibition above about 21%;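 further: UHRF1 SRA domain binding a hemimethylated CpG hairpin DNA probe; 0% = median of test compound wells and 100% = reference inhibitor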
TDP2 inh: TDP2 (human) inhibition, absorbance primary screen. recombinant TDP2, T5PNP hydrolysis, p-nitrophenol absorbance 415 nm. inhibition, % at 12.8 µM. AID 720702. 0.34% of 370,000 active. O95551;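 active means inhibition above the mean of all tested compounds plus 3 SD, set per campaign, cut at about 25% in these data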;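 further: 0% = DMSO with enzyme and 100% = buffer with substrate but no TDP2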
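System: recombinant human TDP2 / Amount: 120 nM TDP2 per well / Also added: 5 mM T5PNP chromogenic substrate / Doses: 12.8 µM single point, 1% DMSO / Incubation: 2 h at 37 °C / Detection: p-Nitrophenol epi absorbance / Evaluation: % inhibition relative to enzyme-containing and enzyme-free wells / Repeats: singlicate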
SIAE inh: inhibitors of human sialic acid acetylesterase SIAE; SIAE FP-Rh probe binding, fluorescence polarization; inhibition, % at 9.66 µM; AID 1053197; Q9HAT2; 0.69% of 370,000 active;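 active means inhibition above a cutoff: mean of compounds within the control limits plus 3 SD of those, cut at about 17% in these data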;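 further: 0% = plate median of compound wells and 100% = probe without SIAE protein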
ABHD4 inh: inhibits mouse alpha/beta hydrolase domain 4; inhibition, % at 8.92 µM; 0.54% of 370,000 active; purified mABHD4, FP-Rh probe fluorescence polarization; AID 720543;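 active means inhibition exceeding the mean over every tested compound plus 3 SD, cut at about 30% in these data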;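 further: 0% = plate median of compound wells and 100% = S159A mutant with DMSO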
Target sequence (Q8VD66 whole entry, looked up, the tested form may be a part): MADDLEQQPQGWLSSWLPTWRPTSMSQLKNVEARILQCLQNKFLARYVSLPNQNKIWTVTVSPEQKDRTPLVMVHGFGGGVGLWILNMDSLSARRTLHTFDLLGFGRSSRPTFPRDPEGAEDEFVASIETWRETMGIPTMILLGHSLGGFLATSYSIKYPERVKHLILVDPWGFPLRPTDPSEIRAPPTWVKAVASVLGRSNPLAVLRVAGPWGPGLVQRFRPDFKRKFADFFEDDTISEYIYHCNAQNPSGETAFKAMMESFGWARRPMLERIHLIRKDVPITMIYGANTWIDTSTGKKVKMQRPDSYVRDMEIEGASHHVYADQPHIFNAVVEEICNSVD
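Doses – 8.92 µM, single dose · Material – wild-type mouse ABHD4 protein · Replication – single well per compound (singlicate) · Measure – percent inhibition of probe binding, normalized to plate controls · Schedule – 45 min compound pre-incubation plus 60 min probe step, 25 °C · Detection – fluorescence polarization with parallel and perpendicular emission, 525/598 nm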
PRMT1 FP inh: PRMT1 (human) inhibition, primary screen | Q99873 | recombinant PRMT1, activity-based probe fluorescence polarization | inhibition, % at 2.79 µM | 1.3% of 370,000 active | AID 652257;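 active means inhibition above about 21% made by adding two undisclosed values, limit read from the data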
PG9 Ab binder: PG9 antibody binding by small molecule; TR-FRET gp120-PG9 antibody binding; inhibition, % at 6.7 µM; 0.43% of 360,000 active; in the data active means inhibition above about 8.5%
LEDGF integ inh: blocks HIV-1 LEDGF/p75-dependent DNA integration | 0.64% of 370,000 active | TR-FRET IN-LEDGF/p75 DNA integration, Eu/Cy5 | inhibition, % at 3.7 µM;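 active means inhibition above the screen-wide mean plus 3 SD, cut at about 13% in these data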;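 further: signal is the Cy5 over europium emission ratio at 671 and 618 nm; 0% = plate median of compound wells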
TCR-CD3 inh: blocks the human TCR-CD3 interaction | TAMRA-labeled TCR probe fluorescence, biochemical | inhibition, % at 9.4 µM | 0.37% of 360,000 active | AID 651800; in the data active means inhibition above about 19%;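 further: recombinant mutant TCR 2C K166C tagged with TAMRA read by polarization; 0% = receptor in buffer alone and 100% = receptor with positive control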
Tn7 DDE FP: inhibitors of Tn7 peptide binding to human fibrin DD(E); P02675; 0.13% of 370,000 active; inhibition, % at 8.3 µM; FP displacement of FITC-Tn7 peptide from fibrin DD(E); 0% = median of compound wells per plate; AID 720508;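 active means inhibition above the mean of compounds falling within the control limits plus 3 SD of them, cut at about 14% in these data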;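 further: 0% = plate median of compound wells and 100% = 10 µM Aha-Tn7 peptide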
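system = human fibrin DD(E) protein | quantity = DD(E) 2 µM final | medium = Tris/NaCl/CaCl2 buffer, pH 7.8 | also added = labelled Tn7 tracer, 0.1 µM | compound dosing = single point at 8.3 µM | timing = compound with protein 10 min, then 3 h after probe, room temperature | signal = FP measurement | benchmarks = Aha-Tn7 high control | repeats = one replicate per compound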
* = called active by the depositor; / = not tested or not shown.

SMILES | HTRA1 inhibitor | UHRF1 MBD2 ctr | TDP2 inh | SIAE inh | ABHD4 inh | PRMT1 FP inh | PG9 Ab binder | LEDGF integ inh | TCR-CD3 inh | Tn7 DDE FP
CC(O)C(NS(=O)(=O)c1ccc(Cl)cc1)C(=O)OCC(=O)c1ccc2c(c1)NC(=O)CO2 (centres undefined) | -0.2 | -2.2 | 9.6 | 8.9 | 0.2 | -1.3 | -0.6 | -0.5 | 10.1 | 5.4
Cc1ccc(CNC(=O)COc2ccc(C)nc2[N+](=O)[O-])cc1 | 2.6 | -4.1 | 5.6 | 2.2 | -1.2 | -2.4 | -1.4 | 0.0 | 9.1 | -6.1
COC(=O)Cn1cnc2scc(-c3ccc(C)cc3)c2c1=O | 1.6 | -0.7 | 9.5 | -4.6 | 4.8 | 0.7 | -0.5 | -2.6 | 0.8 | -7.4
C=CCOc1cccc(/C=N/NC(=O)CN2CCCCC2)c1 | 4.1 | 1.1 | -3.7 | 7.2 | -1.5 | -0.4 | -1.5 | -1.1 | -11.0 | -1.9
Cc1ccc(S(=O)(=O)N2c3ccccc3C[C@H]2CCC(=O)c2ccccc2)cc1 | / | -2.0 | -0.3 | -6.2 | -5.0 | 4.6 | / | -1.4 | / | 4.8
Cc1ccc(C(c2nnnn2CC2CCCO2)N2CCN(Cc3ccccc3)CC2)cc1 (centres undefined) | 0.4 | 4.8 | -1.3 | -3.5 | -0.2 | 2.0 | -2.1 | -7.0 | -7.0 | -3.1
COc1ccc(NC(=O)NC2CC3CCCC(C2)N3Cc2ccccc2)cc1 (centres undefined) | -0.8 | 6.0 | 4.0 | 3.3 | 3.8 | -0.5 | 2.0 | 0.1 | 4.5 | -3.5
CC(=O)Nc1ccc(S(=O)(=O)N2CCN=C2SCc2cccc(C)c2)cc1 | -23.7 | 0.0 | -5.8 | -15.1 | -10.7 | -1.4 | -1.5 | 7.6 | 5.2 | 7.3
CC(NC(=O)NC1CCCCC1)c1ccc2c(c1)OCO2 (centres undefined) | -2.0 | 0.4 | -3.0 | 1.4 | -0.9 | 0.1 | 0.0 | -1.3 | -1.6 | -1.4
CN(Cc1ccccc1)C(=O)c1cccc(NC(=O)Cc2ccc(NC(=O)C3CCN(C(=O)C4CCCCC4)CC3)cc2)c1 | -13.4 | 0.7 | 0.3 | -2.4 | -3.2 | -3.2 | 0.3 | 3.3 | 5.7 | 0.1
CC(C)(C)n1nnnc1C(c1ccncc1)N1CCN(C2CCCCC2)CC1 (centres undefined) | -2.7 | -2.5 | 11.8 | 2.4 | 0.7 | -2.8 | 0.0 | 4.2 | -4.2 | 2.2
O=C1c2cccc3c([N+](=O)[O-])c(O)cc(c23)C(=O)N1Nc1ccccc1 | 5.3 | -11.7 | -5.8 | 5.7 | 12.2 | 1.2 | -2.2 | -2.6 | 3.8 | 8.5
O=c1c2[nH]c3ccccc3c2ncn1CCCn1ccnc1 | 0.8 | 0.5 | -13.7 | 1.1 | -3.7 | 1.6 | 2.2 | 0.3 | -7.5 | 3.8
CC(NC(=O)C1CCC(=O)N1Cc1ccc(F)cc1)c1ccc2c(c1)OCCO2 (centres undefined) | 2.8 | -0.4 | 1.2 | 4.1 | 1.4 | -3.1 | -0.8 | -5.7 | -4.3 | 0.1
Cc1ccc(S(=O)(=O)c2c(C)c(C)c(C)[nH]c2=O)cc1 | 1.9 | -1.9 | 1.2 | -7.0 | 6.3 | 0.1 | -0.2 | 0.5 | 4.6 | 0.8
O=C(N/N=C/c1ccccc1F)c1cc2c(ccc3ccccc32)o1 | -6.1 | 0.7 | -6.1 | -6.8 | -10.8 | -5.4 | 0.5 | 3.6 | -2.9 | -6.3
COc1ccccc1S(=O)(=O)N(C)C[C@H]1OCc2cnnn2CCCC(=O)N([C@@H](C)CO)C[C@H]1C | 6.0 | -1.7 | 2.7 | -1.7 | 0.1 | -3.7 | -0.4 | 0.7 | 6.1 | 6.9
COC(=O)c1ccc2[nH]cc(CCO)c2c1 | 1.5 | -6.1 | -9.4 | 3.2 | 9.3 | 0.6 | 1.8 | -2.8 | 7.0 | 0.4
O=C(CSc1ccc2nnc(-c3cccc(F)c3)n2n1)NCc1ccco1 | 1.1 | 2.1 | 7.1 | 1.6 | 2.3 | -1.7 | 0.8 | 0.7 | 3.2 | 2.8
C=CCNCCCCOc1c(Cl)cc(C)cc1Br | 4.4 | 4.9 | -7.8 | 3.6 | 9.9 | 0.2 | 0.1 | -1.2 | 1.4 | -4.3
CC(Oc1ccc(F)cc1)C(=O)/C=C\N(C)C (centres undefined) | -3.8 | -0.7 | 7.6 | -1.4 | -7.9 | -0.7 | -1.5 | -3.1 | 3.4 | 11.2
O=C(O)C1C2CCC(O2)C1C(=O)NCc1ccncc1 (centres undefined) | 2.1 | 2.0 | -7.6 | -0.4 | -8.7 | -1.9 | 0.2 | 0.3 | 0.0 | -4.0
COC(=O)[C@@H]1N=C(c2ccc(OC)cc2)O[C@]12C(=O)N(Cc1cn(Cc3ccccc3)nn1)c1cccc(Cl)c12 | / | 16.9 | -5.0 | 1.7 | -6.2 | -0.1 | / | 2.1 | / | 4.7
COc1ccc(CCNC(=O)CCc2ccccc2O)cc1OC | 2.2 | 1.4 | 4.0 | -4.0 | 1.7 | 2.4 | -0.9 | 1.9 | 0.3 | -7.6
CC(C)N1CCC(N2CCN(Cc3cccc4nonc34)CC2CCO)CC1 (centres undefined) | 1.9 | 78.7* | 6.2 | -3.6 | 4.8 | 4.3 | -0.8 | -12.6 | -5.3 | 0.4

Reprinted from the part before: 2 compounds; new compounds follow.
SMILES | HTRA1 inhibitor | UHRF1 MBD2 ctr | TDP2 inh | SIAE inh | ABHD4 inh | PRMT1 FP inh | PG9 Ab binder | LEDGF integ inh | TCR-CD3 inh | Tn7 DDE FP
COc1ccc(CCNC(=O)CCc2ccccc2O)cc1OC | 2.2 | 1.4 | 4.0 | -4.0 | 1.7 | 2.4 | -0.9 | 1.9 | 0.3 | -7.6
CC(C)N1CCC(N2CCN(Cc3cccc4nonc34)CC2CCO)CC1 (centres undefined) | 1.9 | 78.7* | 6.2 | -3.6 | 4.8 | 4.3 | -0.8 | -12.6 | -5.3 | 0.4
CC(=O)Nc1ccc(S(=O)(=O)Nc2ccccc2N2CCOCC2)cc1 | -6.5 | -1.1 | -4.1 | 5.0 | 0.8 | -2.2 | -0.6 | 7.6 | 5.3 | -1.2
CN(CCCNC(=O)c1cccn2c(=O)c3ccccc3nc12)Cc1ccccc1 | -5.4 | -5.3 | 1.1 | 5.7 | 9.8 | -1.1 | 1.2 | 5.0 | -1.3 | -1.7
Cc1ccc(N2CN=c3s/c(=C\c4cccnc4)c(=O)n3C2)cc1 | 1.1 | -4.8 | 3.2 | -4.4 | 4.0 | -1.3 | 0.8 | -1.4 | -2.4 | 0.3
NC(=O)C1CCN(C(=O)c2cccc(S(=O)(=O)N3CCc4ccccc4C3)c2)CC1 | 0.2 | -3.5 | -8.7 | 5.9 | -2.0 | -2.0 | -2.1 | 0.2 | 0.3 | 4.8
Cc1ccc(NC(=O)[C@H](NC(=O)[C@@H]2Cc3ccccc3CN2)c2ccccc2)c(C)c1 | -6.2 | -0.9 | -0.6 | 0.3 | -1.9 | 3.2 | -0.3 | -6.8 | -4.7 | -1.8
COc1ccc(C)cc1NC(=O)C(Sc1nnc(-c2ccncc2)n1-c1ccc(Cl)cc1)c1ccccc1 (centres undefined) | -39.7 | 1.3 | 3.3 | -2.3 | -6.7 | -2.4 | 0.4 | 0.7 | 8.1 | -4.1
COc1cccc(NC(=O)c2ccc(S(=O)(=O)N(C)C)cc2)c1 | -6.5 | 1.9 | -4.7 | 1.0 | 2.8 | -2.7 | -1.2 | -2.3 | 5.3 | 7.3
CCOC(=O)N1CCN(S(=O)(=O)c2ccc(C(=O)N(CCCN(C)C)c3nc4c(F)cc(F)cc4s3)cc2)CC1 | -6.5 | 1.1 | -5.6 | -0.6 | 3.2 | 0.8 | -0.9 | -3.6 | -6.0 | 1.2
COc1ccc(Cn2c(-c3ccc(Br)cc3)c[n+]3ccccc23)cc1 | 3.4 | 6.7 | -14.3 | 0.4 | -9.8 | 2.5 | 1.1 | -2.6 | 1.4 | -4.1
CCOC(=O)Cc1csc(NS(=O)(=O)c2ccc(OC)cc2)n1 | -0.1 | -0.3 | -0.1 | -3.5 | -0.4 | 2.4 | -0.6 | -4.1 | 6.5 | -7.2
C[C@H]1CN([C@@H](C)CO)C(=O)Cc2cc(NC(=O)CCC(F)(F)F)ccc2O[C@H]1CN(C)Cc1ccc(-c2ccccc2)cc1 | -39.1 | -0.5 | -8.2 | -8.5 | -12.0 | -2.3 | 1.0 | -1.3 | 1.9 | -1.9
COC(=O)c1ccc2ncccc2c1 | -1.5 | -2.1 | 10.9 | 4.7 | 8.2 | 1.4 | 3.0 | -1.2 | -4.8 | -4.9
NS(=O)(=O)c1ccc(CCNC(=O)COC(=O)C2COc3ccccc3O2)cc1 (centres undefined) | -4.4 | 0.9 | 2.2 | 4.0 | 4.3 | 4.9 | 0.7 | -1.5 | -2.0 | 4.9
COc1ccc(CN2C(=O)CSCC2(C)C(=O)NC(C)C)cc1 (centres undefined) | / | 0.5 | 5.2 | -3.6 | 1.9 | 1.5 | -0.7 | -0.3 | 7.6 | 1.0
CCOc1ccc(/C(O)=C2/C(=O)C(=O)N(CC3CCCO3)C2c2ccco2)cc1 (centres undefined) | -7.3 | -3.5 | 0.9 | 5.9 | -7.3 | -3.2 | 3.0 | 2.7 | 6.1 | -0.6
O=C(Nc1ccc(F)cc1)OC[C@@H]1CSCCS(=O)(=O)N1 | / | 1.8 | -4.3 | 1.3 | -9.0 | 5.1 | -0.7 | 4.5 | -5.7 | 4.1
Cc1ccc(S(=O)(=O)NC(CC(C)C)C(=O)N2CC(C)OC(C)C2)cc1 (centres undefined) | -2.6 | 2.9 | -9.4 | 2.1 | -0.2 | 1.5 | -1.3 | -2.2 | -2.9 | 1.6
Cc1cccc(NC(=O)c2c(C)nn(-c3ccccc3)c2Cl)c1 | -22.9 | 9.3 | 7.3 | -4.3 | -2.7 | 1.9 | 1.3 | 0.6 | -3.9 | 5.0
CCCS(=O)(=O)NC(=O)C1(C)CCN(C(=O)c2ccc(F)c(C)c2)C1 (centres undefined) | / | -0.3 | 11.1 | -4.7 | 2.5 | -1.2 | 0.1 | -1.8 | 4.0 | -1.9
Cc1ccc(NC(=O)c2ccc(S(=O)(=O)N3CCCCC3)cc2)cc1 | -7.0 | -0.2 | -6.8 | -7.5 | 0.7 | 0.0 | -2.9 | 8.2 | 2.9 | -1.4

Compound activity (PubChem BioAssay)
